influenza NS1A: H1N1 influenza NS1A inhibitors, functional cell based assay (AID 504329) | NS1A functional cell-based assay, percent inhibition; higher % means a stronger effect | 340,000 tested, 0.3% active | inhibition, % at 12.5 µM; hits with a dose series show IC50 in µM; in the data active = a potency from the dose series; inconclusive = inhibition above about 27% without an active follow-up result; also: strong numbers were not always called active
M. tuberculosis HTS: M. tuberculosis growth inhibition, HTS (AID 449762) | one-dose inhibition, % at 25 µM; IC50 in µM for titrated hits | M. tuberculosis H37Rv growth inhibition, 7H9 media; higher % means a stronger effect | 330,000 tested, 0.59% active; in the data active = a potency from the dose series; inconclusive = inhibition above about 70% without an active follow-up result;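 also: bacterial growth assessed after seven days of incubation; strong numbers were not always called active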
tuberculosis growth: growth inhibition of non-replicating M. tuberculosis (AID 488890) | 320,000 tested, 0.39% active | one-dose inhibition, % at 25 µM; IC50 in µM for titrated hits | Mycobacterium tuberculosis non-replicating, growth inhibition; higher % means a stronger effect; in the data active = a potency from the dose series; inconclusive = inhibition mostly from about 82% at the one dose, without a potency; inactive = the rest, 99 in 100 with inhibition below about 76%;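 also: plate controls were DMSO cells for no effect and high antibiotic wells for full effect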
Salmonella PhoP GFP: PhoP regulon inhibitors, Salmonella typhi PhoP promoter GFP reporter, confirmatory (AID 1850). Salmonella Typhi PhoP-promoter GFP reporter, fluorescence, 4 h; higher % means a stronger effect. one-dose inhibition, % at 50 µM; IC50 in µM for titrated hits. 310,000 tested, 0.33% active; in the data active = a potency from the dose series; inconclusive = inhibition mostly from about 25% at the one dose, without a potency; inactive = the rest, 99 in 100 with inhibition below about 19%;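 also: 0% = induced wells with vehicle and 100% = uninduced wells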
inhibitors of VEEV: inhibitors of VEEV TC-83 cytopathic effect, confirmation, Vero cells (AID 588727). Vero cells, VEEV TC-83 cytopathic effect inhibition; higher % means a stronger effect. 350,000 tested, 0.13% active. inhibition, % at 20 µM; hits with a dose series show IC50 in µM; in the data active = a potency from the dose series; inconclusive = inhibition mostly from about 14% at the one dose, without a potency; inactive = the rest, 99 in 100 with inhibition below about 12%; also: strong numbers were not always called active
inhibitors of VEEV 10K pilot screen: recorded beside inhibitors of VEEV, whose call it bears; inhibition, %; measured here: 10K pilot screen inhibition
* hit, by the source's call; i = inactive; ? = inconclusive; / = no result given; & = joins results of further samples. The order is random; any-hit rate near 1.6%.

SMILES	influenza NS1A	M. tuberculosis HTS	tuberculosis growth	Salmonella PhoP GFP	inhibitors of VEEV	others
COc1ccc(-c2nc(N)n(C(=O)c3ccccc3Cl)n2)cc1	-4%	6%	11%	-6%	0.7%
O=C(NCCCn1ccnc1)C1CC(c2ccccc2Cl)=NO1 (stereo unspecified)	-8%	5%	-4%	6%	0.7%
CCC(C)C(NC(=O)c1ccccc1NC(=O)c1ccc(C)cc1)C(=O)O (stereo unspecified)	-2%	2%	2%	-9%	0.4%
O=C(Cn1ccccc1=O)c1cccs1	5%	2%	0%	2%	i
Cc1ccc(-n2c(C(C)n3nc(C)c([N+](=O)[O-])c3C)n[nH]c2=S)cc1 (stereo unspecified)	-14%	-10%	36%	5%	i
CC(=O)c1cccc(NC(=O)C(C)OC(=O)CCC2CCCCC2)c1 (stereo unspecified)	-6%	-4%	8%	2%	2.5%
Cc1sc2nc(C)n(/N=C/c3ccccc3)c(=O)c2c1C	-32%	-10%	5%	-3%	0.4%
CCC1(CC)NC(=O)N(CC(=O)OCC(=O)Nc2ccccc2[N+](=O)[O-])C1=O	6%	-6%	19%	1%	1.8%
COc1ccc(C(=O)NCc2ncccc2C)cc1OC1CCN(C(C)=O)CC1	3%	-1%	14%	-8%	1.0%
Cc1ccc(C(=O)n2cnnc2N)cc1C	2%	-3%	-2%	-2%	1.0%
Cc1cccc(C)c1NC(=O)CNC(=O)Cc1ccc(Br)cc1	-6%	-6%	-12%	0%	0.5%
COc1cccc(Cn2nnc(C(=O)Nc3cc(Cl)ccc3OC)c2N)c1	3%	-7%	1%	-7%	0.8%
CC1=C(C(=O)OCCOC(C)C)C(c2cccnc2)C2=C(CCCC2=O)N1 (stereo unspecified)	-2%	-2%	-5%	4%	0.0%
O=C(Nc1ccc(Cl)cc1)Nc1nc(-c2sccc2Br)cs1	-7%	-10%	3%	-3%	?
CCc1nc(SCC(=O)N2CCCc3ccccc32)c2oc3ccccc3c2n1	5%	-21%	26%	-14%	0.0%
Cc1cc([N+](=O)[O-])cnc1Sc1nccn1C	-93%	5%	-9%	-6%	i
CCn1nc(C)c(CN2CCc3c([nH]c4ccccc34)C2C(C)(C)C)c1C (stereo unspecified)	1%	-1%	8%	11%	4.2%
O=C(Nc1ccc(Cl)cc1Cl)c1ccc(Br)o1	-3%	10%	79%	-5%	0.2%
Cc1ccc(S(=O)(=O)N2CCOCC2)cc1NC(=O)COC(=O)c1ccc(OCc2c(C)noc2C)cc1	-6%	-4%	40%	11%	2.2%
O=C(O)CCSc1nnc(-c2cccnc2)n1-c1ccccc1	-6%	-9%	-14%	0%	0.7%
N#C/C(=C\c1ccc[nH]1)C(=O)Nc1ccccc1Cl	1%	-3%	-9%	-13%	2.7%
CC1CCN(c2ccc(/C=C(\C#N)c3nn(-c4ccccc4)c(N)c3C#N)cc2[N+](=O)[O-])CC1	8%	0%	-5%	-10%	0.3%
CSc1nc(Cc2ccc(Cl)cc2)nc2ccccc12	-10%	-8%	1%	-4%	i
Clc1c(CSc2nc3ccccc3o2)nc2sccn12	-8%	6%	47%	2%	i
CN(C)c1ccc(/C=C(/NC(=O)c2ccccc2)C(=O)NCCN2CCOCC2)cc1	-5%	2%	-11%	-1%	1.7%
CC(=O)Nc1sc2c(c1C#N)CCCCC2	1%	-9%	6%	-1%	i
Cc1nc(NC(=O)COc2ccccc2)sc1C(=O)Nc1cccc(Cl)c1	0%	-10%	-3%	4%	2.4%
Cc1cccc(CCNC(=O)CCc2nnc(CCc3ccccc3)o2)n1	-2%	2%	17%	4%	1.0%
COc1ccccc1Nc1nc(C)cs1	-1%&-14%	-10%&-7%	4%&-16%	-8%&4%	1.7%&4.2%
Cc1ccccc1OCC(=O)Nc1nnc(COc2ccccc2)s1	-12%	-18%	-9%	-9%	2.3%
COc1cccc(C(=O)NC(=S)Nc2nnn(C)n2)c1	-3%	-4%	?	13%	0.9%
Cc1ccc(/C=N/NC(=O)Cc2ccc(O)cc2)s1	4%	-1%	-8%	-8%	1.9%
CCCc1nnc(NC(=O)C2CCCO2)s1 (stereo unspecified)	19%	1%	0%	-3%	i
Cc1ccc(/C=N/N=C2/NC(=O)C(CC(=O)N3CCOCC3)S2)cc1 (stereo unspecified)	10%	8%	9%	-6%	?
COc1ccc(OCc2nnc(SC(C)C(=O)Nc3nccs3)n2-c2ccccc2)cc1 (stereo unspecified)	-1%	-11%	26%	8%	i
Cc1ccc(-c2csc3ncnc(Nc4ccc(N5CCOCC5)cc4)c23)cc1	12%	18µM*	32%	2%	i
Cc1ccc(Cn2ccc(NC(=O)c3nn(C)cc3[N+](=O)[O-])n2)cc1	0%	1%	-2%	-9%	32%
CC(=O)Nc1ccc(C(=O)NNC(=O)c2ccccc2-n2cccc2)cc1	-8%	7%	-16%	/	0.5%
Cc1ccc(Nc2nc(N)nc(CSc3nccn3C)n2)cc1	7%	-4%	-4%	11%	3.3%
CCc1nn(CC(=O)N2CCN(C)CC2)c(=O)c2cccn12	-7%	-1%	-28%	-4%	0.8%
CC1CN(CCOc2ccccc2[N+](=O)[O-])CC(C)O1 (stereo unspecified)	0%	14%	-8%	-14%	0.6%
N#CC1=C(N)N=C(SCc2cccc3ccccc23)C(C(N)=O)C12CCCCC2 (stereo unspecified)	7%	63%	37%	3%	i
O=C(OCCOc1cccc(Cl)c1)c1cc(S(=O)(=O)N2CCOCC2)ccc1F	-7%	8%	34%	3%	6.3%
COc1ccc(CCNC(=O)Cn2cnc3c(cnn3-c3ccccc3Cl)c2=O)cc1OC	5%	-3%	-5%	-6%	1.3%
Cc1ccc(NS(=O)(=O)c2ccc(NC(=O)c3cccc(NC(=O)C(C)C)c3)cc2)cc1	0%	4%	1%	-13%	5.9%
CCN=C1SC(CC(=O)NCCc2ccc(OC)cc2)C(=O)N1CC (stereo unspecified)	4%	4%	?	-4%	0.4%
O=C(CNC(=O)c1ccccc1Br)NCC(c1ccco1)N1CCCCC1 (stereo unspecified)	4%	/	/	/	2.5%
Fc1ccccc1COc1ccc(C(=S)N2CCCC2)cc1	1%	-3%	32%	-1%	i

Taken from above (4 entries):
SMILES	influenza NS1A	M. tuberculosis HTS	tuberculosis growth	Salmonella PhoP GFP	inhibitors of VEEV	others
COc1ccc(-c2nc(N)n(C(=O)c3ccccc3Cl)n2)cc1	-4%	6%	11%	-6%	0.7%
O=C(NCCCn1ccnc1)C1CC(c2ccccc2Cl)=NO1 (stereo unspecified)	-8%	5%	-4%	6%	0.7%
CCC(C)C(NC(=O)c1ccccc1NC(=O)c1ccc(C)cc1)C(=O)O (stereo unspecified)	-2%	2%	2%	-9%	0.4%
O=C(Cn1ccccc1=O)c1cccs1	5%	2%	0%	2%	i

Of the compounds above, these contain a cyano group:
SMILES	influenza NS1A	M. tuberculosis HTS	tuberculosis growth	Salmonella PhoP GFP	inhibitors of VEEV	others
N#C/C(=C\c1ccc[nH]1)C(=O)Nc1ccccc1Cl	1%	-3%	-9%	-13%	2.7%
CC1CCN(c2ccc(/C=C(\C#N)c3nn(-c4ccccc4)c(N)c3C#N)cc2[N+](=O)[O-])CC1	8%	0%	-5%	-10%	0.3%
CC(=O)Nc1sc2c(c1C#N)CCCCC2	1%	-9%	6%	-1%	i
N#CC1=C(N)N=C(SCc2cccc3ccccc23)C(C(N)=O)C12CCCCC2 (stereo unspecified)	7%	63%	37%	3%	i

Remaining list, next part.
SMILES	influenza NS1A	M. tuberculosis HTS	tuberculosis growth	Salmonella PhoP GFP	inhibitors of VEEV	others
CC(=O)NNC(=O)c1nc(-c2ccccc2)c(C)o1	10%	2%	-6%	16%	i
CC(C)(O)C(=O)NN(C(=O)c1ccccc1)c1ccc2ccccc2c1	-2%	-12%	-13%	3%	0.2%
CCn1c(=O)c(C(=O)Nc2ncccc2C)c(O)c2ccccc21	-15%	?	9.9µM*	-8%	1.0%
CCCNC(=O)Cn1nc([N+](=O)[O-])c([N+](=O)[O-])c1C	-6%	-3%	-22%	-4%	0.9%
COCCN(C(=O)COC(=O)Cc1cccc(OC)c1)c1c(N)n(CC(C)C)c(=O)[nH]c1=O	1%	-6%	-4%	-10%	2.9%
N/C(CSc1ccc(Cl)cc1)=N\NC(=O)c1ccncc1	1%	27%	?	4%	0.9%	inhibitors of VEEV 10K pilot screen=1.0
O=[N+]([O-])c1cccc(CSc2nnc(Cc3ccccc3)n2-c2ccc(F)cc2)c1	2%	0%	31%	12%	5.1%
C[C@@]12C(=O)Nc3ccc(Cl)cc3C(=O)N1[C@H]1c3cc(Br)ccc3OC[C@@H]1[C@@H]2c1ccccc1	11%	0%	29%	/	3.7%
O=C(COc1ccc2c(c1)OCO2)NCc1cccs1	1%	9%	64%	/	1.5%
COc1ccc(CNc2nc(SCc3cc(=O)n4cc(Cl)ccc4n3)nc3ccccc23)cc1	-5%	2%	-7%	-7%	0.8%
CC1CC(C)CN(S(=O)(=O)c2ccc3c(c2)CCN3C(=O)CCC(=O)O)C1 (stereo unspecified)	-1%	-2%	-12%	0%	0.3%
CCN(CC)S(=O)(=O)c1ccc(Cl)c(NC(=O)COC(=O)C2CCCCC2)c1	-2%	0%	/	/	1.5%
O=C(COC(=O)COc1ccccc1)Nc1ccccc1OC(F)F	-17%	6%	-9%	-3%	1.4%
N=c1sccn1CC(=O)Nc1cc(S(=O)(=O)N2CCCC2)ccc1Cl	1%	-4%	8%	6%	0.8%
COc1cccc(CC(NC(C)=O)C(=O)NC2CCN(c3c4c(nc5ncnn35)CCC4)CC2)c1OC (stereo unspecified)	/	5%	4%	11%	/
NC(=O)C1=C[C@@H](c2csc3ccccc23)C[C@@H](OCc2ccc(CO)cc2)O1	13%	66%	22%	-5%	0.7%
O=C(CCCCCN1C(=O)c2ccccc2C1=O)Nc1ccc(F)cc1	15%	-12%	-4%	9%	2.6%	inhibitors of VEEV 10K pilot screen=0.5
CCc1c(O)c(-c2ccccc2)c(=O)n(-c2ccccn2)c1-c1ccccc1	0%	15%	7%	-3%	i
O=C(c1ccc([N+](=O)[O-])cc1)N(c1ccccn1)c1ccccn1	2%	-2%	-2%	5%	0.1%
CN(Cc1ccco1)c1ncnc2ccc(-c3ccc4c(ccn4C)c3)cc12	3%	17µM*	65%	/	8.1%
CCCOP(=O)(c1ccc(N(C)C)cc1)C(O)c1ccc(N(C)C)cc1 (stereo unspecified)	8%	2%	1%	-4%	0.8%
O=C(C1CC(=O)N(c2ccccc2)C1)N1CCC(c2nc3ccccc3[nH]2)CC1 (stereo unspecified)	0%	0%	0%	8%	3.0%
CCCCCOC(=O)Nc1nnc(CCCCC)s1	5%	96%	55%	6%	1.9%
Cc1[nH]c(=O)[nH]c(=O)c1CSCC(=O)OCC(=O)Nc1ccccn1	-14%	-3%	2%	2%	1.3%
CCOC(=O)c1ccc(NC(=O)C2=C(C)Nc3nc(CCCO)nn3C2c2ccc(OC)cc2)cc1 (stereo unspecified)	3%	70%	28%	-10%	1.5%
COc1ccc(C2=NOC(C(=O)Nc3cc(C)on3)C2)cc1 (stereo unspecified)	-1%	-1%	17%	-7%	1.2%
